Bioassay records from PubChem BioAssay.
GlmU inhibition = inhibition of mycobacterial GlmU enzyme – biochemical, glucosamine-1-phosphate acetyltransferase (AID 1376); Bifunctional protein GlmU (Mycobacterium tuberculosis (strain ATCC 25618 / H37Rv)); M. tuberculosis GlmU acetyltransferase enzyme assay; higher % means a stronger effect; inhibition, %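 (tested at 30 µM in the primary screen)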; hits with a dose series show IC50 in µM; 0.25% of 220,000 active; in the data active = inhibition above about 13%; inconclusive = no clear call, values can overlap the other calls;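 also: 0% = complete reaction with vehicle and 100% = reaction without substrate; strong numbers were not always called active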
RmlCD inh 1536 = M. tuberculosis RmlC/RmlD coupled enzyme inhibitors, primary screen, biochemical, compound mixtures, 384-well, from 1536-well plates. 0.03% of 160,000 active. RmlC+RmlD coupled enzyme assay, percent inhibition; primary screen in compound mixtures. dTDP-4-dehydrorhamnose reductase (Mycobacterium tuberculosis (strain ATCC 25618 / H37Rv)) …. AID 1533, 2009. inhibition, % at 3.6 µM; in the data active = inhibition mostly above about 34%, no sharp cut-off; inconclusive = no clear call, values can overlap the other calls; inactive = mostly below about 22%; also: some results filed as inactive read as strong as hits
Target sequence (P9WH09 whole entry, looked up): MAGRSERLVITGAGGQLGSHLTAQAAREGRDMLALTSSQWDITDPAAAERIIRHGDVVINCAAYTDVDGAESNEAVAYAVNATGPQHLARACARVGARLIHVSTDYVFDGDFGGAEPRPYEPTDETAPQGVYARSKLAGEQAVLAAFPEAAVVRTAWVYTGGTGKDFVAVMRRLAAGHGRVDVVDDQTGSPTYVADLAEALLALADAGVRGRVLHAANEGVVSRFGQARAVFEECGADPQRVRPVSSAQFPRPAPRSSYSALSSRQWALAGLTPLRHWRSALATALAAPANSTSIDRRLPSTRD
Target sequence (P9WH11 whole entry, looked up): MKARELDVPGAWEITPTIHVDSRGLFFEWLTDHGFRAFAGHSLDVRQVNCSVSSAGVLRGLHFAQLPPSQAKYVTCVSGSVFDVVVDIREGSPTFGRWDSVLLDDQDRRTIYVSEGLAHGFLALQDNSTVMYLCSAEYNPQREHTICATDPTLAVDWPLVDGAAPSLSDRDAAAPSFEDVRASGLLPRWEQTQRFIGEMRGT
Starred values were filed as active, the others as inactive.

For CCC(CC)C(=O)Nc1cccc(C(=O)N2CCCCCC2)c1 the results were GlmU inhibition 2.0%.
For COC(=O)c1ccccc1OCC(=O)NC1CCCCC1 the results were GlmU inhibition 2.3% and RmlCD inh 1536 14.
Screening OCCCNc1ncnc2sc(-c3ccccc3)cc12 returned GlmU inhibition -3.6% and RmlCD inh 1536 -16.
`Cc1c(NC(=O)C(C)OC(=O)COc2ccccc2)c(=O)n(-c2ccccc2)n1C` (centres undefined) gave GlmU inhibition -4.0% and RmlCD inh 1536 -57.
Cc1ccccc1N1C(=O)CC2(CCCC2)CC1=O was read as RmlCD inh 1536 -14.
COc1cccc(Oc2cncnc2-c2ccc(OC)cc2O)c1 was read as GlmU inhibition 3.4% and RmlCD inh 1536 -7.
`Cc1csc2nc(NC(=O)c3ccccc3)sc(=O)c12` gave GlmU inhibition 4.4% and RmlCD inh 1536 -12.
For CCCCN(C)C(=O)c1nc2ccccn2c1CNCCCn1ncc2ccccc21 the results were GlmU inhibition -1.4%.
Screening O=C(CN1CCCCC1)Nc1cccc(Cl)c1 returned GlmU inhibition 1.6%.
Screening Cc1nn(CC(O)COc2ccc3c(c2)CCC3)c(C)c1C (centres undefined) returned GlmU inhibition 0.0% and RmlCD inh 1536 6.
For CCn1cc(C(=O)Nc2ccc(OC)c(OC)c2)c2cc(OC)c(OC)cc2c1=O the results were GlmU inhibition 2.7% and RmlCD inh 1536 -5.
CC(=O)c1cccc(NC(=O)N2CCCC2C(=O)NCc2ccccc2)c1 (centres undefined) was read as GlmU inhibition 3.5% and RmlCD inh 1536 -11.
`COC(=O)C1=C(N)Oc2cc(C)n(Cc3cccnc3)c(=O)c2C1c1ccc(OC)c(OC)c1OC` (centres undefined) gave GlmU inhibition -4.4% and RmlCD inh 1536 28.
Screening O=C(COC(=O)c1ccc[nH]c1=O)NCCc1ccc(Cl)cc1Cl returned GlmU inhibition -1.2% and RmlCD inh 1536 6.
For Cc1cccc(Nc2c3c(nc4ccccc24)CCC3)c1 the results were GlmU inhibition -0.8% and RmlCD inh 1536 -8.
S=C(Nc1ccccc1)Nc1ccc(Br)cn1 was read as GlmU inhibition -5.1%.
`CCN(Cc1ccccc1)S(=O)(=O)c1cc(C(=O)NC2CCCCCC2)ccc1OC` gave GlmU inhibition 4.4% and RmlCD inh 1536 10.
For O=C(O)CC(NS(=O)(=O)c1c(F)cc(F)cc1Br)c1ccccc1Cl (centres undefined) the results were GlmU inhibition -5.1% and RmlCD inh 1536 -9.
Screening OCCC1CN(Cc2ccc(-n3cccn3)cc2)CCN1Cc1ccccc1 (centres undefined) returned GlmU inhibition -1.6% and RmlCD inh 1536 -3.
`CN(C)c1ccc(C(=O)Nc2ccc(O)c3c(=O)cc(-c4ccccc4Cl)oc23)cc1` gave GlmU inhibition 4.3% and RmlCD inh 1536 4.
`COc1ccc(CN(C)c2nc(-c3cccnc3)nc3ccccc23)cc1OC` gave GlmU inhibition 3.5% and RmlCD inh 1536 1.
NC1C=CC=C(C(=O)O)C1 (centres undefined) was read as GlmU inhibition 3.8%.
`CC(C)CC(=O)N1CCC(O)(CS(=O)(=O)Cc2ccc(Cl)cc2)CC1` gave GlmU inhibition 1.5% and RmlCD inh 1536 2.
For COc1cccc(-c2cc(=O)c3cc(NC(=O)c4ccc(N(C)C)cc4)ccc3[nH]2)c1 the results were GlmU inhibition 3.2%.
For CCCSc1nnc(NC(=O)Nc2ccccc2)s1 the results were GlmU inhibition -2.4% and RmlCD inh 1536 -7.
Screening NC(=O)C1CCCN(S(=O)(=O)c2ccccc2)C1 (centres undefined) returned GlmU inhibition -4.6% and RmlCD inh 1536 10.
`O=C(NCc1cccs1)c1cc(-c2ccccc2)nn1CC1CC(c2cccnc2)=NO1` (centres undefined) gave GlmU inhibition 5.3%.
`CCn1nc(C)c(C(=O)Nc2cc(Oc3ccc(Cl)cc3)cc([N+](=O)[O-])c2)c1C` gave GlmU inhibition -7.5%.
Screening CCOC(=O)C1=C(C)Nc2nnnn2C1c1ccccc1Cl (centres undefined) returned GlmU inhibition 3.0%.
`CCC(N)Cc1c[nH]c2ccccc12` (centres undefined) gave GlmU inhibition -2.1% and RmlCD inh 1536 6.
For O=C(CCl)N(c1ccccc1)c1ccccc1 the results were GlmU inhibition -0.3%.
For O=[N+]([O-])c1cccc(N/N=C/c2cc([N+](=O)[O-])ccc2O)c1 the results were GlmU inhibition -1.7% and RmlCD inh 1536 -10.
`O=C(NC1CCCCCCC1)c1ccco1` gave GlmU inhibition -4.5% and RmlCD inh 1536 -1.
For COCCn1c(=NC(=O)CSC(C)=O)sc2cc(OC)ccc21 the results were GlmU inhibition -9.6% and RmlCD inh 1536 -12.
O=C(Nc1nc(-c2ccncc2)cs1)c1ccc(S(=O)(=O)N2CCOCC2)cc1 was read as RmlCD inh 1536 3.
Screening COc1cc(C(=S)N2CCCC2)cc(OC)c1O returned GlmU inhibition 4.8% and RmlCD inh 1536 -3.
`COc1ccc(Sc2nc3ccccc3n3c(C(F)(F)F)nnc23)cc1` gave GlmU inhibition 0.7%.
COc1ccc(CCNC(=O)COC(=O)CCC(=O)c2ccc(F)cc2)cc1OC was read as GlmU inhibition -0.1% and RmlCD inh 1536 -14.
Screening CC(=O)Nc1cc([N+](=O)[O-])ccc1N1CCOCC1 returned GlmU inhibition -0.2% and RmlCD inh 1536 -10.
For CC1Cc2ccccc2N1Cc1nc2cc(Cl)ccc2c(=O)[nH]1 (centres undefined) the results were GlmU inhibition 6.7% and RmlCD inh 1536 16.
CC1CC(C)CN(CCCn2c(=S)[nH]c3ccccc3c2=O)C1 (centres undefined) was read as GlmU inhibition 2.1% and RmlCD inh 1536 -7.
Screening OCC1CCCCN1CCNCc1cn[nH]c1-c1cccc2ccccc12 (centres undefined) returned GlmU inhibition -9.7%.
CCOC(=O)c1c(NC(=O)CCN2C(=O)c3ccccc3C2=O)sc(C(=O)OC(C)C)c1C was read as GlmU inhibition 0.8% and RmlCD inh 1536 inconclusive.
`CC(C)c1ccc(N(CC(=O)NCCSCc2ccco2)S(C)(=O)=O)cc1` gave GlmU inhibition 1.5% and RmlCD inh 1536 6.
Cc1csc(NC(=O)CSc2nnc3c4ccccc4nc(C(C)(C)C)n23)n1 was read as GlmU inhibition 0.6% and RmlCD inh 1536 -3.
For CCOc1ccc(C2C(C(=O)Nc3ccc(F)cc3)=C(C)Nc3nc(CCCO)nn32)cc1 (centres undefined) the results were GlmU inhibition 1.6% and RmlCD inh 1536 17.
Cc1c(NS(=O)(=O)c2cccc3nsnc23)c(=O)n(-c2ccccc2)n1C was read as GlmU inhibition 1.9% and RmlCD inh 1536 4.
Screening CCOC(=O)Nc1ccc(S(=O)(=O)NCc2ccccc2)cc1 returned GlmU inhibition -2.1%.
Cc1ccc(NC(=O)c2ccc3nc[nH]c3c2)c(O)c1 was read as GlmU inhibition -5.5% and RmlCD inh 1536 -5.
COc1cccc(-n2c(CNc3ccc(F)cc3)nnc2SCC(N)=O)c1 was read as GlmU inhibition 0.2% and RmlCD inh 1536 37.
`O=C(O)c1ccccc1S(=O)CCO` (centres undefined) gave GlmU inhibition 5.5% and RmlCD inh 1536 10.
Screening Cc1cc(SCC(=O)N(C)c2c(N)n(Cc3ccccc3)c(=O)[nH]c2=O)nc2ccccc12 returned GlmU inhibition -1.6%.
Cc1ccc(N=CC=C2OC(C)(C)C(C)(C)O2)cc1 was read as GlmU inhibition -0.5%.
`COc1ccc(S(=O)(=O)n2nc(OC(=O)c3ccncc3)cc2N)cc1` gave GlmU inhibition -9.1%.
CC1=C(C(=O)N2CCC3(CC2)OCCO3)C2(CCC(C)CC2)OC1=O (centres undefined) was read as GlmU inhibition 8.5%.
O=C(CN1C(=O)CSC1=O)Nc1ccccc1N1CCOCC1 was read as GlmU inhibition 2.0% and RmlCD inh 1536 1.
`COc1cc(OC)c(C2C(C#N)=C(N)Oc3cc(C)n(CCCN4CCOCC4)c(=O)c32)cc1OC` (centres undefined) gave GlmU inhibition -3.0% and RmlCD inh 1536 14.
O=C(c1cccs1)N1N=C(c2ccccc2)CC1c1ccc(O)cc1 (centres undefined) was read as GlmU inhibition -0.9% and RmlCD inh 1536 13.
Screening Clc1ccc(COc2ccccc2-c2ccnc3ncnn23)cc1 returned GlmU inhibition -3.0% and RmlCD inh 1536 -9.
Screening CC(OC(=O)c1nc(-c2ccccc2)n(-c2ccccc2)n1)C(=O)Nc1cc(Cl)cc(Cl)c1 (centres undefined) returned GlmU inhibition 0.1% and RmlCD inh 1536 11.
CCC(C)NC(=O)Cn1cnc2sc(C)cc2c1=O (centres undefined) was read as GlmU inhibition 2.0% and RmlCD inh 1536 -7.
O=C(CC1C(=O)NCCN1CC1CCCCC1)NC1(c2ccccc2)CC1 (centres undefined) was read as GlmU inhibition -6.5% and RmlCD inh 1536 -4.
`COc1ccc(C(=O)/C=C/c2ccc(OC)c(O)c2)c(F)c1` gave GlmU inhibition -5.4% and RmlCD inh 1536 30.
Screening CC/C(O)=C1\C(=O)CC(c2ccccc2)CC1=NC(C)C (centres undefined) returned GlmU inhibition 7.0% and RmlCD inh 1536 1.
For c1csc(-c2csc(-c3cccs3)n2)c1 the results were GlmU inhibition -5.3% and RmlCD inh 1536 7.
Screening CCN(C(=O)c1ccc(Br)cc1)c1ccccc1 returned GlmU inhibition 8.0% and RmlCD inh 1536 -8.
Screening CC(C)OC(=O)Cn1nnc(-c2ccccc2)n1 returned GlmU inhibition 2.5% and RmlCD inh 1536 0.
Screening NC(=O)C12CCCC(Br)(CCC1)C2 returned GlmU inhibition 4.5% and RmlCD inh 1536 -12.
For CNC(=O)Nc1cc(C(C)(C)C)no1 the results were GlmU inhibition -3.1% and RmlCD inh 1536 12.
`CCONC(=O)Nc1ccccc1[N+](=O)[O-]` gave GlmU inhibition -3.8% and RmlCD inh 1536 -3.
Screening CSc1nc(-c2ccco2)nn1S(=O)(=O)c1ccccc1 returned RmlCD inh 1536 -11.
`CCOC(=O)C/C(C)=N/NC(=O)C1CC1(c1ccccc1)c1ccccc1` (centres undefined) gave GlmU inhibition 2.2% and RmlCD inh 1536 20.
`Cc1cc(C)c(NC(=S)N(CCc2ccncc2)C(C)C)c(C)c1` gave GlmU inhibition -4.3% and RmlCD inh 1536 7.
COc1ccc(NC(=S)N2CCCN(Cc3cccc(Cl)c3)C2)cc1 was read as GlmU inhibition 2.0% and RmlCD inh 1536 6.
`Cc1nn(Cc2ccccc2)c(Cl)c1C(=O)NCc1ccco1` gave GlmU inhibition -0.8% and RmlCD inh 1536 0.
`Cc1nn(Cc2ccc(Cl)c(Cl)c2)c(C)c1NC(=O)c1cc(-c2ccco2)on1` gave GlmU inhibition 1.3%.
CCOC(=O)/C(N=Nc1sc(C(=O)OCC)c(C)c1C(=O)OCC)=C(\C)O was read as GlmU inhibition -5.0% and RmlCD inh 1536 -6.
CCc1nc(N[C@@H](CC(C)C)C(=O)O)c2oc3ccccc3c2n1 was read as GlmU inhibition 2.1%.
Screening CC(C)(C)OC(=O)NC(CCNC=C1C(=O)OC(C)(C)OC1=O)C(=O)O (centres undefined) returned GlmU inhibition 4.3% and RmlCD inh 1536 -9.
CCCc1cc2c(cc1NC(=O)c1ccccc1Cl)OCO2 was read as GlmU inhibition 0.5% and RmlCD inh 1536 4.
Screening Cc1ccc(NC(=O)C2C3C=CC4(CN(Cc5cccnc5)C(=O)C24)O3)cc1F (centres undefined) returned GlmU inhibition -2.2%.
Screening CCCNC(=O)CN(C1CCCCC1)S(C)(=O)=O returned GlmU inhibition 6.5% and RmlCD inh 1536 5.
Screening Cc1ccc(OCC(O)Cn2c(N)nc3c2c(=O)n(C)c(=O)n3C)cc1 (centres undefined) returned GlmU inhibition 2.0% and RmlCD inh 1536 11.
For O=C(O)CC1(CC(=O)NCc2ccccn2)CCCCC1 the results were GlmU inhibition -0.1% and RmlCD inh 1536 6.
For COc1ccc(COC[C@H](C)[C@H](O)[C@@H](C)[C@H]2OC(=O)[C@@H]2C)cc1 the results were GlmU inhibition -1.9%.
CCCCOC(=O)N1CCOCCOCCOCCOCC1 was read as GlmU inhibition 5.4% and RmlCD inh 1536 7.
CCN(CC)C(=O)c1cc2sc3ccccc3c2s1 was read as GlmU inhibition -4.8%.
Screening O=C(Nc1ccccc1C(F)(F)F)NC1CCCCCCC1 returned GlmU inhibition 4.2% and RmlCD inh 1536 12.

Entries listed so far that contain two or more sulfur atoms:
`Cc1csc2nc(NC(=O)c3ccccc3)sc(=O)c12` gave GlmU inhibition 4.4% and RmlCD inh 1536 -12.
For CCCSc1nnc(NC(=O)Nc2ccccc2)s1 the results were GlmU inhibition -2.4% and RmlCD inh 1536 -7.
For COCCn1c(=NC(=O)CSC(C)=O)sc2cc(OC)ccc21 the results were GlmU inhibition -9.6% and RmlCD inh 1536 -12.
O=C(Nc1nc(-c2ccncc2)cs1)c1ccc(S(=O)(=O)N2CCOCC2)cc1 was read as RmlCD inh 1536 3.
`CC(C)c1ccc(N(CC(=O)NCCSCc2ccco2)S(C)(=O)=O)cc1` gave GlmU inhibition 1.5% and RmlCD inh 1536 6.
Cc1csc(NC(=O)CSc2nnc3c4ccccc4nc(C(C)(C)C)n23)n1 was read as GlmU inhibition 0.6% and RmlCD inh 1536 -3.
Cc1c(NS(=O)(=O)c2cccc3nsnc23)c(=O)n(-c2ccccc2)n1C was read as GlmU inhibition 1.9% and RmlCD inh 1536 4.
For c1csc(-c2csc(-c3cccs3)n2)c1 the results were GlmU inhibition -5.3% and RmlCD inh 1536 7.
Screening CSc1nc(-c2ccco2)nn1S(=O)(=O)c1ccccc1 returned RmlCD inh 1536 -11.
CCN(CC)C(=O)c1cc2sc3ccccc3c2s1 was read as GlmU inhibition -4.8%.

Not all compounds are listed; count on the stated rates, not on these rows.
